USP8 block: human USP8 deubiquitinase inhibition | inhibition, % at 20 µM | actives 4.2% (n = 47,000) | P40818 | AID 1645853 | purified USP8, Ub-rhodamine cleavage fluorescence, 30 min
USP28 inh: human USP28 deubiquitinase inhibition | Q96RU2 | purified USP28, Ub-rhodamine cleavage fluorescence, 30 min | inhibition, % at 25 µM | actives 3% (n = 47,000) | AID 1645857
USP7 block: inhibitors of human USP7 deubiquitinase; purified USP7, Ub-rhodamine cleavage fluorescence; inhibition, % at 20 µM; AID 1645854; actives 0.3% (n = 47,000)
Target sequence (Q93009 whole entry, looked up): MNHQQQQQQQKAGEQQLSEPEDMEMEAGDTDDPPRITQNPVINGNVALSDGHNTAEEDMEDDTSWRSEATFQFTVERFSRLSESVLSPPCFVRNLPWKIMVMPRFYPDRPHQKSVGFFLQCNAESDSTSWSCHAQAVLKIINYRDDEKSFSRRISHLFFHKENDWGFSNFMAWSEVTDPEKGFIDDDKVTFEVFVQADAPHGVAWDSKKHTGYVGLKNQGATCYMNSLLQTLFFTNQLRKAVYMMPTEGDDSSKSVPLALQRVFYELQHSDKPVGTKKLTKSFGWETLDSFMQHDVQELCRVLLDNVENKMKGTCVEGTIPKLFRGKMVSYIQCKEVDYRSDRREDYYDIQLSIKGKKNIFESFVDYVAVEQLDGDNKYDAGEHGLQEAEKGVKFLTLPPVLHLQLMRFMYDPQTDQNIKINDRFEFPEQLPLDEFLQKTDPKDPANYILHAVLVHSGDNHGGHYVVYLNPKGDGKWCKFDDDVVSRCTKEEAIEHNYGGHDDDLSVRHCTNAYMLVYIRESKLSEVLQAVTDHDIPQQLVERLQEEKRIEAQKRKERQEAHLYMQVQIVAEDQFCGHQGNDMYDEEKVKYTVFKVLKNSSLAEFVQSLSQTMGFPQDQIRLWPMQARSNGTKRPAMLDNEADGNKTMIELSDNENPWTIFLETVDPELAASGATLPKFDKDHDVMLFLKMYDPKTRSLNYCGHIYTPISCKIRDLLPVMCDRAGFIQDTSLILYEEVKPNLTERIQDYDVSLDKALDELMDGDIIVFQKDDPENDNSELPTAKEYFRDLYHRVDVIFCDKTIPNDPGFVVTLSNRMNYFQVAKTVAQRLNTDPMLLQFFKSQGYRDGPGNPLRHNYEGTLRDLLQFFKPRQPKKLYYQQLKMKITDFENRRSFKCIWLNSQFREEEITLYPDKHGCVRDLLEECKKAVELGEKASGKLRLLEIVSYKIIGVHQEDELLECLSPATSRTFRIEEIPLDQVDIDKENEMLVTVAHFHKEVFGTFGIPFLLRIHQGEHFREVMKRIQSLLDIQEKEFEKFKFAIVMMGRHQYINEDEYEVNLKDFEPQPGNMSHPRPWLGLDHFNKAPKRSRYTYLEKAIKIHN
USP30 inh: blocks human USP30 ubiquitin-rhodamine cleavage; Q70CQ3; purified USP30, Ub-rhodamine cleavage fluorescence; inhibition, % at 25 µM; actives 5.3% (n = 47,000)
USP10 block: blocks human USP10 ubiquitin-rhodamine cleavage. actives 1.1% (n = 47,000). Q14694. inhibition, % at 20 µM. purified USP10, Ub-rhodamine fluorescence, 60 min
OTUD3 block: blocks human OTUD3 ubiquitin-rhodamine cleavage. Q5T2D3. purified OTUD3, Ub-rhodamine fluorescence, 2 h. inhibition, % at 25 µM. actives 0.7% (n = 47,000). AID 1645858
UCHL1 inh: human UCHL1 deubiquitinase inhibition; P09936; AID 1645859; purified UCHL1, Ub-rhodamine cleavage fluorescence; actives 0.2% (n = 47,000); inhibition, % at 20 µM
USP17 inh: blocks human USP17 ubiquitin-rhodamine cleavage; purified USP17, Ub-rhodamine cleavage fluorescence, 3 h; inhibition, % at 50 µM; actives 6.5% (n = 47,000)
Starred values were filed as active, the others as inactive; . = not tested or not shown. Cut-off read from the data, not from the text of the source: active = inhibition above about 30%; inactive = the rest.

The line under a structure holds: USP7 block	USP10 block	USP17 inh	OTUD3 block	UCHL1 inh	USP28 inh	USP30 inh	USP8 block
1	CC(=O)c1ccc(NC(=O)c2cnn3c4c(cnc23)CCCCC4)cc1
 : -0.9	-17.2	-5.8	-45.5	0.0	-57.4	-226.4	-8.4
2	COCCCNC(=O)COc1ccc(S(=O)(=O)NC(C)(C)C)cc1
 : 0.3	2.6	3.5	0.0	1.0	-8.6	1.1	1.8
3	Cn1c(=O)c2c(ncn2CCOc2ccccc2F)n(C)c1=O
 : 3.5	-0.8	3.3	-2.0	-0.8	19.6	15.1	-1.0
4	CC1CCCN(c2cc(C(=O)Nc3ccc4c(c3)CCC4)c3ccccc3n2)C1 (stereo unspecified)
 : -9.9	-2.0	-83.1	-50.3	-9.9	-39.5	-157.3	-4.5
5	O=c1ncn(-c2cccc(Cl)n2)[nH]1
 : 3.5	-3.1	7.4	4.3	-0.1	0.2	-2.0	14.0
6	Cc1cccc(C(=O)NCc2nc3ccccc3n2Cc2ccccc2C)c1
 : -25.0	5.0	59.2*	2.4	3.0	2.7	-11.7	6.1
7	O=C(COC(=O)c1cccnc1Nc1cccc(C(F)(F)F)c1)Nc1ccc2c(c1)OCCO2
 : 9.7	6.0	20.7	10.2	4.1	6.4	27.6	21.2
8	O=C(OCC(=O)N1CCCCCC1)c1ccc2[nH]c3c(c2c1)CCCC3
 : -5.1	-3.5	14.8	-8.8	-1.9	-6.2	-37.5	-2.0
9	CCCOc1ccc(C2CN3C(=O)CN(C4CC4)C(=O)[C@]3(C)c3[nH]c4ccccc4c32)cc1OC (stereo partly specified)
 : 9.1	0.0	20.5	13.2	8.2	11.2	10.6	15.8
10	COc1ccc(-c2cccc(C3CN(Cc4ncc[nH]4)CCO3)n2)cc1 (stereo unspecified)
 : 2.0	-1.8	6.3	3.0	1.3	.	.	0.2
11	O=C(O)c1ccccc1N(Cc1ccccc1)C(=O)COc1ccccc1
 : 1.1	3.0	8.8	2.8	-2.0	-5.8	-56.3	-5.6
12	O=C(NC1CCCC1)N1CC[C@H]2[C@H]1CCN2c1ncccn1
 : .	-6.2	-20.1	-8.7	-5.7	-11.3	-35.1	-17.0
13	COc1ccc2nc(NC(=O)C(CC(C)C)NS(=O)(=O)c3ccc4c(c3)CCN4C(C)=O)sc2c1 (stereo unspecified)
 : 0.7	-0.4	73.7*	1.7	2.6	10.3	5.1	13.1
14	CCN(CC)C(=O)c1sc(NC(=O)c2cc(-c3ccccc3Cl)nc3ccccc23)c(C(N)=O)c1C
 : 7.8	44.0*	13.5	-14.2	4.9	4.5	5.2	47.1*
15	N#Cc1ccccc1-c1ccccc1C(=O)NCc1ccc(F)cc1
 : -60.9	0.6	0.3	-1.3	0.0	-3.8	-12.4	1.3
16	COc1ccc(Cc2nnc(NC(=O)C3CC(=O)N(c4ccc(OC)cc4)C3)s2)cc1 (stereo unspecified)
 : 7.7	-0.9	-7.2	4.8	4.1	0.6	-19.2	-5.2
17	CN1CCN(Cc2cccnc2)C(=O)C12CCN(c1cnccn1)CC2
 : -4.6	-9.6	-54.5	-25.6	-10.2	-35.3	-73.6	-73.7
18	CC(=O)c1cccc(S(=O)(=O)Nc2cccc(S(=O)(=O)N3CCOCC3)c2)c1
 : -0.4	-7.5	-18.5	-12.8	-4.0	-16.8	-51.5	-41.4
19	CSc1ccccc1N1CCN(C(=O)Nc2ccc3c(c2)NC(=O)CO3)CC1
 : -2.7	7.5	.	-10.3	-0.3	16.4	-8.8	-18.7
20	Cc1ccccc1Nc1nc(-c2cnc(N3CCCC3)nc2C)cc(=O)[nH]1
 : 1.8	5.8	-1.8	2.9	7.4	6.3	8.9	6.1

2 compounds drawn at random from those above:
The line under a structure holds: USP7 block	USP10 block	USP17 inh	OTUD3 block	UCHL1 inh	USP28 inh	USP30 inh	USP8 block
3	Cn1c(=O)c2c(ncn2CCOc2ccccc2F)n(C)c1=O
 : 3.5	-0.8	3.3	-2.0	-0.8	19.6	15.1	-1.0
7	O=C(COC(=O)c1cccnc1Nc1cccc(C(F)(F)F)c1)Nc1ccc2c(c1)OCCO2
 : 9.7	6.0	20.7	10.2	4.1	6.4	27.6	21.2

The list continues.
The line under a structure holds: USP7 block	USP10 block	USP17 inh	OTUD3 block	UCHL1 inh	USP28 inh	USP30 inh	USP8 block
21	CN1CCN(c2nc(-c3ccncc3)nc3c2CCC3)CC1
 : 1.2	-0.2	4.7	-0.1	-1.3	0.1	-2.4	6.1
22	Cc1cc(C)n(-c2cc(C(=O)N3CCN(C(=O)c4ccccc4F)CC3)ccc2F)n1
 : 3.5	2.5	3.1	4.2	1.7	6.3	13.5	-24.9
23	CCOc1ccccc1NC(=O)CSc1nc2nccnc2c(=O)n1Cc1ccc2c(c1)OCO2
 : -2.8	-6.3	-7.3	-0.8	-4.0	4.3	5.4	-101.2
24	CCCc1nn(C)c2c(=O)[nH]c(-c3cc(S(=O)(=O)N4CCOCC4)ccc3OCC)nc12
 : -4.3	-3.0	8.0	-3.4	-5.3	-7.1	0.2	0.1
25	Cc1ccc(NC(=O)N2C(c3ccccc3)COC23CCN(c2c([N+](=O)[O-])cc(C(F)(F)F)cc2[N+](=O)[O-])CC3)cc1 (stereo unspecified)
 : 6.1	4.1	3.1	-6.8	2.1	-4.8	0.0	7.6
26	COc1cccc(C2CC(=O)Nc3n[nH]c(C)c32)c1OCc1ccccc1C (stereo unspecified)
 : -2.9	5.7	5.4	-0.1	2.4	9.0	33.5*	-1.6
27	Cc1ccccc1-c1cc(C(=O)NCCN2CCOCC2)c2ccccc2n1
 : .	-1.8	-19.3	1.4	3.7	.	.	-4.6
28	CSc1ncn(-c2nc(N(C)C)nc(N3CCCCCC3)n2)n1
 : -24.6	1.8	5.0	7.3	3.6	26.3	17.7	5.4
29	CNc1nccnc1CC1CCCN(C(=O)c2ccc3n[nH]nc3c2)C1 (stereo unspecified)
 : -1.3	-5.3	-15.0	-3.4	-2.7	-14.6	-17.5	-10.4
30	Cc1ccc(CNC(=O)C2CCCN(C(=O)c3cc(-c4ccccn4)n[nH]3)C2)cc1 (stereo unspecified)
 : -1.9	0.1	-22.0	7.4	-1.9	7.5	19.1	-103.7
31	CC1(C)CC(NC(=O)N2CCOCC2)CC(C)(CNC(=O)N2CCOCC2)C1 (stereo unspecified)
 : 2.4	-1.4	2.1	0.4	-1.3	3.2	18.5	-0.4
32	COC(=O)C1=C(C)N(Cc2ccccc2)C(=O)NC1c1cccc(OCc2ccccc2)c1 (stereo unspecified)
 : 2.4	-5.7	-57.1	-57.2	-5.3	-74.5	-333.1	-47.3
33	Cc1ccc(-c2nc(CN3CCOC(Cn4cccn4)C3)cs2)o1 (stereo unspecified)
 : -6.9	-5.8	-17.7	-9.5	-5.8	-22.6	-66.8	-31.1
34	Cc1nnc(NC(=O)c2cc3c([nH]c4ccccc43)c(C)n2)s1
 : -13.0	-4.2	-36.3	-23.0	-1.5	-5.0	-72.7	-7.3
35	CC1CC(C)CN(c2ncc3c(n2)CC(c2ccco2)CC3=O)C1 (stereo unspecified)
 : -14.3	0.1	3.5	0.6	1.4	1.6	-6.6	3.3
36	COc1ccc(NC(=O)C2CCCN(S(=O)(=O)N3CCC(C)CC3)C2)cc1 (stereo unspecified)
 : -3.1	1.6	38.4*	-0.3	-2.3	0.0	15.7	14.8
37	CC(=O)c1ccc(NC(=O)Cn2nc(-c3ccc(C)cc3)cc(NC(=O)C(C)C)c2=O)cc1
 : 9.5	-4.6	-12.6	-5.5	7.3	-11.2	-27.9	-0.5
38	O=C1NCC2(CCC(C(=O)N3CCCC(O)C3)CC2)Oc2ccccc21 (stereo unspecified)
 : .	1.7	18.2	14.6	3.7	11.9	24.4	0.9
39	Cc1nc2sccn2c1-c1csc(N)n1
 : 4.6	2.3	1.5	11.4	-1.3	0.3	1.8	-7.4
40	Cc1cc(C)n(CCN2CCCN(S(=O)(=O)c3c(F)cccc3F)CC2)n1
 : 0.1	0.4	-28.8	-5.3	-3.0	-8.3	-4.6	-45.5

Entries by screen from the list.
Compounds 7–16 in USP10 block: 6.0, -3.5, 0.0, -1.8, 3.0, -6.2, -0.4, 44.0*, 0.6, -0.9

(further entries)
The line under a structure holds: USP7 block	USP10 block	USP17 inh	OTUD3 block	UCHL1 inh	USP28 inh	USP30 inh	USP8 block
41	CCOC1=Nc2c(c(=O)n(C)c(=O)n2C)NC(c2ccc(OC)cc2)C1 (stereo unspecified)
 : 1.4	2.7	1.4	3.4	-1.3	-4.0	16.4	-2.0
42	CCNC(=O)CSc1nnc(-c2ccc(Cl)cc2)n1Cc1ccco1
 : -34.9	-2.7	-15.5	-6.9	-3.2	-9.4	-23.4	-2.8
43	O=C(O)CN(C(=O)C1CCC1)[C@@H]1C[C@@H]2CO[C@H](c3ccccc3)C[C@@H]2C1
 : 1.1	0.4	2.9	-4.8	-2.0	-4.1	-3.3	2.9
44	O=S(=O)(c1ccc(S(=O)(=O)N2CCCCC2c2cccnc2)cc1)N1CCOCC1 (stereo unspecified)
 : 0.0	-4.0	-6.2	-2.0	-0.5	-5.3	-15.6	-88.3
45	COc1ccc(C)cc1NC(=O)C1CCN(S(=O)(=O)c2cccnc2)CC1
 : -6.2	-1.9	-3.1	-3.7	-0.2	-7.4	-15.4	1.0
46	Cc1c(C(=O)OCCOc2ccccc2F)oc2ccc(Br)cc12
 : 9.5	9.0	11.9	9.1	7.2	8.6	6.8	7.7
47	CCc1noc(C2(NC(=O)c3ccc(C#N)cc3)CCCCC2)n1
 : -10.8	-0.3	.	-3.5	-1.4	-14.7	-17.4	-227.1
48	Cc1cccc(C)c1N1CCN(Cc2ccc(Cl)nc2)CC1
 : 1.1	5.0	-17.3	-0.7	0.2	.	.	7.2
49	CCOC(=O)c1c(N)n(CC(C)NC(=O)C2CC2)c2nc3ccccc3nc12 (stereo unspecified)
 : 1.5	-1.4	30.4*	-8.9	2.3	-6.7	-40.3	25.3
50	C=CCC(C(=O)OC)(C(=O)OC)c1ccc([N+](=O)[O-])cn1
 : -3.3	-1.4	-13.7	-0.2	-3.1	-2.1	4.8	-90.9
51	CCc1nccn1-c1cccc(C2CCCN(C(=O)c3ccn[nH]3)C2)n1 (stereo unspecified)
 : 2.3	4.0	-9.1	-3.0	0.0	-4.2	-0.4	-3.5
52	Cc1oc2ccccc2c1CN1CCC2(CC1)CC1(CO2)NC(=O)c2ccccc2N1 (stereo unspecified)
 : -0.9	-5.8	-28.4	-26.2	-2.7	-34.4	-96.5	-1.9
53	O=C(Nc1cccnc1)C1Cn2ccnc2C2(CCN(C(=O)NC3CCCC3)CC2)O1 (stereo unspecified)
 : -16.5	-10.4	-42.9	-43.7	-16.2	-48.8	-213.4	-21.7
54	O=c1cc(CSc2nnnn2-c2ccccc2)nc(N2CCN(c3ccccc3)CC2)[nH]1
 : 0.4	8.0	-13.2	-6.9	-1.9	-13.1	-39.3	-2.5
55	O=C1c2ccccc2CCN1C1CCN(Cc2cnc3ccccc3n2)CC1
 : -0.3	-4.4	-47.7	-40.2	-1.9	-56.0	-185.7	-28.4
56	Cc1ccc2nc(NC(=O)c3cccn3Cc3noc(C)n3)sc2c1
 : -4.1	-4.9	-0.5	1.9	-2.0	-11.7	-38.0	-38.1

Quoted from the listing:
For USP7 block, `CSc1ncn(-c2nc(N(C)C)nc(N3CCCCCC3)n2)n1` shows -24.6
For OTUD3 block, `O=C1NCC2(CCC(C(=O)N3CCCC(O)C3)CC2)Oc2ccccc21` (stereo unspecified) shows 14.6
For OTUD3 block, `CCN(CC)C(=O)c1sc(NC(=O)c2cc(-c3ccccc3Cl)nc3ccccc23)c(C(N)=O)c1C` shows -14.2

Screening results deposited in PubChem by Dana-Farber Cancer Institute and Novartis Institutes for BioMedical Research (Cambridge, Mass).
